aSyn 5UTR inh – 5' untranslated region of α-synuclein, MLPCN primary screen. inhibition, % (tested at 7.5 µM). alpha-synuclein 5'UTR reporter, inhibitor activity. hit rate 0.82% among 300,000; in the data active = inhibition above about 60%; inconclusive = no clear call, values can overlap the other calls;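 also: H4 neuroglioblastoma cells stably carrying SNCA 5'UTR luciferase fusion; 0% = DMSO wells and 100% = positive control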
AI-2 QS mod – modulates the Vibrio harveyi AI-2 quorum sensing system; activity change, % at 7.5 µM; hit rate 0.4% among 300,000; Vibrio harveyi JMH597 AI-2 luminescence/OD600 ratio, 9 h; hits give low values; strain lacks LuxN and CqsS sensors; 0 = neutral-control median; in the data active = activity change below about -75%, passing the limit was not always enough; inconclusive = no clear call, values can overlap the other calls;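 also: luminescence divided by OD600 gain over 9 h not by final OD600 alone; inactives centre near 13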
IEC-6 tox – counter-screen for KLF5 inhibitors: cytotoxicity in IEC-6 cells | IEC-6 cytotoxicity, luminescence viability | inhibition, % at 5 µM | hit rate 0.78% among 290,000 | AID 1825; in the data active = inhibition above about 22%;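 also: 0% = plate median of test compound wells and 100% = cytotoxic reference compound wells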
SKKanGAS inh – SKKanGAS growth inhibition; S. pyogenes SKKanGAS, kanamycin growth, BacTiter-Glo, 6 h; inhibition, % at 7.5 µM; hit rate 1.3% among 300,000; AID 1662;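 active = mean replicate score, as percent of positive control median, at least 50; inconclusive = mean below 50 but one replicate at or above 50; inactive = mean and every replicate below 50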;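 also: strain carries kanamycin resistance gene driven by streptokinase promoter and grows in 40 µg/ml kanamycin; loss of luminescence reflects streptokinase promoter inhibition or plain growth inhibition; 0% = median of DMSO wells and 100% = positive control at its reference dose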
HIF act – HIF pathway transcriptional activation; AID 1910; activation, % at 7.5 µM (by protocol); hit rate 0.32% among 300,000; U2OS HRE-luciferase reporter, luminescence; normalized: DMSO 0%, desferrioxamine 100%;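 active = mean activation of at least 10% of the iron chelator positive control signal, with at least half of replicates also reaching 10%; inconclusive = mean and replicate majority disagree about reaching 10%; inactive = mean and most replicates under 10%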
HSP90 refold inh – HSP90 refolding inhibition in rabbit reticulocyte lysate | inhibition, % at 5.6 µM | hit rate 0.91% among 290,000 | luciferase refolding luminescence, 3 h;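 active = inhibition above the screen-wide mean plus 3 SD, computed separately per campaign, cut at about 16% in these data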;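 also: 0% = DMSO wells and 100% = 60 µM geldanamycin wells; inhibitors lower the luminescence because luciferase stays unfolded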
HSF1 inh – HSF1 inhibition. NIH3T3-HGL HSE-luciferase, MG132-induced, luminescence 8 h; hits give low values. activity change, negative = inhibition, % at 7.5 µM (by protocol). hit rate 0.77% among 300,000;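 active = more than half of replicate wells show activity change below -50%, luminescence cut by over half; inconclusive = some wells, but at most half, below -50%; inactive = no replicate well below -50%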;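 also: luciferase reports HSF-1 transcriptional activity via heat shock element; 0% = median of DMSO wells and -100% = zero luminescence signal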
KLF5 inh – suppresses KLF5 promoter-driven expression; DLD-1 KLF5 promoter-luciferase reporter, luminescence; inhibition, % at 5 µM; hit rate 0.23% among 290,000;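 active = inhibition above a per-plate limit of that plate's mean compound inhibition plus 3 SD, cut at about 60% in these data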;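 also: 0% = DMSO wells and 100% = LY294002 at 200 µM; higher means less KLF5 promoter-driven luciferase light; inactives centre near -14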
Platelet DG rel – modulates dense granule release in human platelets; human platelet-rich plasma, SFLLRN dense granule ATP release, luminescence; AID 1663; hit rate 0.22% among 300,000; inhibition, %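 (compounds screened at 7.5 µM in platelet-rich plasma)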;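 active = mean replicate score, as percent of positive control, at or above 50; inconclusive = mean below 50 but at least one replicate at or above 50; inactive = mean and every replicate below 50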
HSF-1 act – increases HSF-1 driven luciferase reporter signal | NIH3T3-HGL HSF-1 luciferase reporter, MG132, 8 h; 100% = twice DMSO control signal | activation, % at 9 µM | hit rate 1.7% among 300,000 | AID 504408;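 active = mean replicate activation of at least 50% with a set share of replicates each reaching 50%; inconclusive = only one of those two conditions met; inactive = mean below 50% and too few replicates reaching it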;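 also: 0% = median of the neutral control wells and 100% = twice that signal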
The depositor's hits bear a star; ? = inconclusive; nt = not tested or not shown.

Fields: aSyn 5UTR inh	AI-2 QS mod	IEC-6 tox	SKKanGAS inh	HIF act	HSP90 refold inh	HSF1 inh	KLF5 inh	Platelet DG rel	HSF-1 act
1. COc1ccc(/C=C/c2c([N+](=O)[O-])c(=O)n(C)c(=O)n2C)c(OC)c1OC
    -20	24	4	3	-0.3	2	8	-37	1	8
2. Cc1cc(C)cc(OCC(=O)OCC(=O)NCc2cccs2)c1
    -24	-5	5	5	-0.1	-2	-12	-4	-6	-2
3. CC(=C/c1ccccc1)/C=N/n1c(C)n[nH]c1=S
    -17	16	-4	23	-8.3	-1	-3	-69	2	4
4. CC(=O)c1c(C)[nH]c(C(=O)COC(=O)C2CC2)c1C
    -5	25	-1	1	0.1	2	0	-35	-2	3
5. O=C(NC(=S)Nc1ccccc1O)c1cncc(Br)c1
    -31	46	nt	34	0.9	nt	1	nt	8	8
6. CC(=O)c1ccc(NC(=O)CCSCCC(=O)Nc2ccc(C(C)=O)cc2)cc1
    5	25	-6	2	-2.0	-3	-9	-14	-1	-17
7. CC(C)CN1C(=O)C(=O)N(CC(=O)NC2CCCc3ccccc32)C1=O (stereo unspecified)
    -9	22	-5	0	0.0	-1	-1	-46	0	2
8. O=c1[nH]c(C2CCN(S(=O)(=O)c3ccccc3C(F)(F)F)CC2)nc2c1nnn2Cc1ccccc1
    12	11	-2	27	-23	4	0	11	-4	13
9. Cc1ccnn1CCC(=O)N1CCCC(CCC(=O)NCc2ccccc2F)C1 (stereo unspecified)
    4	14	2	-2	3.0	4	1	5	-14	-3
10. N#C/C(=C\c1ccc(OCCN2CCOCC2)cc1)C(=O)Nc1ccc(S(N)(=O)=O)cc1
    21	19	-7	3	0.0	1	-1	-31	-7	6
11. CCCCC(=O)Nc1ccc(C(=O)Nc2ccc(S(=O)(=O)N3CCCC3)cc2)cc1
    -2	-20	-7	-3	-0.7	-5	-4	-12	-1	16
12. COc1cc(Cl)c(S(=O)(=O)N2CC(C)OC(C)C2)cc1Cl (stereo unspecified)
    11	-3	-1	6	0.0	1	1	-21	-1	15
13. COc1ccc(CN(CC2CCC(C(=O)O)CC2)C(=S)Nc2ccccc2C)cc1 (stereo unspecified)
    2	22	-2	-2	-0.9	-1	5	-1	2	19
14. O=C1COc2ccc(S(=O)(=O)N3CCC(C(=O)NCc4ccc(F)cc4)CC3)cc2N1
    -23	-5	-3	-1	0.2	4	-6	-24	0	0
15. CN1CCN(C(=O)c2cc(C(C)(C)C)cc(C(C)(C)C)c2)CC1
    2	12	4	-4	-0.2	1	1	-17	-4	9
16. C[n+]1ccn(CC(=O)c2cccs2)c1
    6	7	5	13	0.8	4	5	14	1	-3
17. C[C@@H]1CN(Cc2nc(-c3cnccn3)no2)C[C@H](C)O1
    0	21	-2	1	0.3	0	-12	7	3	-23
18. COc1ccc(C(=O)OCC(=O)NC2CCCC2)cc1OC
    6	0	-1	-2	-2.6	-4	-7	-21	-1	-3
19. CCN(CC)C(=O)c1sc(NC(=O)c2ccc3c(c2)OCO3)c(C(N)=O)c1C
    -105	22	2	4	1.8	0	30	-62	-4	37
20. Cc1ccc(S[C@@H](CCN2CC[C@H](C(C)(C)C)CCC2=O)c2ccccc2)cc1
    -9	23	-4	76*	0.7	-1	6	-2	4	21
21. CN1CCN(c2ccc(NC(=O)c3ccc4ccccc4c3)cc2)CC1
    85*	nt	-3	8	-4.6	25*	?	-87	-6	-65
22. CN(C)C1(CNC(=O)C2CCN(S(=O)(=O)c3cc(Cl)ccc3Cl)CC2)CCCCC1
    1	12	-1	-15	-0.2	4	-8	-41	7	0
23. CC(C)CC(NC(=O)C1CCCN1C(=O)CNC(=O)OCc1ccccc1)C(=O)O (stereo unspecified)
    -1	26	-4	6	-0.4	4	1	-11	11	29
24. Cc1ccc2sc(C)[n+](CCC(C)S(=O)(=O)[O-])c2c1 (stereo unspecified)
    -14	48	-6	-4	-0.9	-5	-1	11	-7	-16
25. CCOc1ccc(-c2cnc3ccccc3n2)cc1
    92*	nt	3	13	-5.8	42*	-58*	27	9	-58
26. COc1ccc(C(CNc2ncnc3sc(C)c(C)c23)N(C)C)cc1 (stereo unspecified)
    -10	10	4	12	0.0	5	-2	-22	9	-7
27. N/C(=N\OC(=O)Cc1ccc(Cl)cc1)c1ccccn1
    -154	-87*	-2	-5	2.5	-1	6	-116	6	8
28. O=C(N1CCOCC1)N1CCC(n2nnc3ccccc32)CC1
    15	2	6	-23	-1.1	-3	-10	-33	0	7
29. NC(=O)C(c1ccccn1)c1ncc(C(F)(F)F)cc1Cl (stereo unspecified)
    -17	22	2	-10	-0.7	-3	-1	-37	1	5
30. CN(C)c1ccc(/C=N/NC(=O)C[n+]2ccccc2)cc1
    -7	-2	nt	-7	0.9	nt	-14	nt	0	-7

Structures above shown as hits in HSF1 inh.
| # | canonical_smiles | aSyn 5UTR inh | AI-2 QS mod | HSP90 refold inh | HSF1 inh | KLF5 inh | Platelet DG rel | HSF-1 act |
| --- | --- | --- | --- | --- | --- | --- | --- | --- |
| 25 | CCOc1ccc(-c2cnc3ccccc3n2)cc1 | 92* | nt | 42* | -58* | 27 | 9 | -58 |

Returning to the listing with the 6 entries that preceded the break.
Fields: aSyn 5UTR inh	AI-2 QS mod	IEC-6 tox	SKKanGAS inh	HIF act	HSP90 refold inh	HSF1 inh	KLF5 inh	Platelet DG rel	HSF-1 act
25. CCOc1ccc(-c2cnc3ccccc3n2)cc1
    92*	nt	3	13	-5.8	42*	-58*	27	9	-58
26. COc1ccc(C(CNc2ncnc3sc(C)c(C)c23)N(C)C)cc1 (stereo unspecified)
    -10	10	4	12	0.0	5	-2	-22	9	-7
27. N/C(=N\OC(=O)Cc1ccc(Cl)cc1)c1ccccn1
    -154	-87*	-2	-5	2.5	-1	6	-116	6	8
28. O=C(N1CCOCC1)N1CCC(n2nnc3ccccc32)CC1
    15	2	6	-23	-1.1	-3	-10	-33	0	7
29. NC(=O)C(c1ccccn1)c1ncc(C(F)(F)F)cc1Cl (stereo unspecified)
    -17	22	2	-10	-0.7	-3	-1	-37	1	5
30. CN(C)c1ccc(/C=N/NC(=O)C[n+]2ccccc2)cc1
    -7	-2	nt	-7	0.9	nt	-14	nt	0	-7
31. CCOC(=O)c1c(N)sc(C(=O)N2CCCC2)c1C
    7	21	0	-5	-0.4	3	-4	-9	9	0
32. CCN(Cc1ccccc1)C(=O)c1c[nH]c2ccc(S(=O)(=O)N(C)CCC#N)cc2c1=O
    0	8	2	0	0.0	0	-2	7	1	-10
33. CCOC(=O)CC(N)c1ccc(OC)cc1 (stereo unspecified)
    -8	15	-9	3	-8.1	-1	-1	-18	-1	4
34. CC(C)Oc1ccc(/C=N/NC(=O)C(CSCc2ccccc2)NC(=O)c2ccc([N+](=O)[O-])cc2)cc1 (stereo unspecified)
    10	38	5	18	-0.5	3	12	-12	0	26
35. CCOC(=O)c1ccc(NC(=O)c2nccnc2C(=O)O)cc1
    13	22	3	-2	0.7	3	-19	-11	8	-9
36. O=C(O)CC1(CC(=O)Nc2ccc(Oc3cccc(C(F)(F)F)c3)nc2)CCCC1
    -5	12	5	4	-0.6	4	-2	-38	9	-3
37. Cc1ccccc1NC(=S)NNC(=O)c1ccncc1
    7	20	7	-10	0.0	1	-2	-19	-1	-1
38. COC(=O)c1ccc(Cl)c(NC(=O)CN(c2ccc(OC)c(OC)c2)S(C)(=O)=O)c1
    20	12	0	2	0.0	-4	0	-12	-3	3
39. Cc1ccc(-n2nnnc2SCCNS(=O)(=O)c2ccccc2)cc1C
    41	17	1	-3	-0.6	2	1	-15	5	-5
40. O=C1NN(c2ccccc2)C(=O)/C1=C\c1coc2ccc(O)cc2c1=O
    11	32	-3	2	0.9	-1	17	-17	-3	25
41. COc1ccc(Nc2nnc(SCC(=O)/C=C3/N(C)c4ccccc4C3(C)C)s2)cc1
    -22	13	-3	18	-0.2	4	-11	-15	-6	-8
42. COc1ccc(NC(=O)CSc2nc(N)c(NC(=O)c3ccccc3F)c(=O)[nH]2)cc1
    7	36	-1	31	0.0	1	-5	1	1	-4
43. CCOc1ccc2nc(SCC)[nH]c2c1
    -118	16	1	-3	3.6	-6	10	-58	9	2
44. Cc1cc(NC(=O)CSc2nnc3c(C)cc4cc(C)c(C)cc4n23)no1
    16	3	0	-11	0.3	-5	nt	-8	0	nt
45. COc1ccc(CCC(=O)N2CCN(c3cccc(C)c3C)CC2)cc1
    17	nt	-1	-6	0.0	0	-6	10	8	-4
46. CCSc1nnc(-c2ccccc2SC)o1
    -55	-6	3	-18	0.2	3	9	4	-8	6
47. CCN(CC)c1ccc(/C=N/NC(=O)Cc2cccs2)cc1
    -10	-9	-7	-3	0.4	-4	-9	1	0	0
48. Cc1ccc(-n2c(C)n[nH]c2=S)cc1
    3	7	-4	-1	-1.0	-3	-4	-18	-3	8
49. CCOc1ccc(C(=O)OCC(=O)N2CCOCC2)cc1OCC
    -12	nt	2	-2	-1.3	0	-4	-3	1	24
50. CCOC(=O)c1c(C)[nH]c(C)c1S(=O)(=O)N1CCC(c2ccccc2)C1 (stereo unspecified)
    8	19	6	1	nt	-3	12	-47	-4	23
51. O=C(CCC(=O)Nc1cccnc1)Nc1cccnc1
    -9	-5	nt	-5	-0.7	nt	-4	nt	6	5

High-throughput results deposited in PubChem by several laboratories.
